Rev-erbA mod: modulators of Rev-erb alpha DNA binding, primary screen, biochemical, FITC-DNA, fluorescence polarization, uHTS; Rev-erbα–FITC-DNA binding, 90 min; activity, % at 10 µM; actives 0.79% (n = 370,000);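 active = activity above about 14%, limit read from the data; passing the limit was not always enough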;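 also: 0% = DMSO wells with 35 nM protein and 100% = DMSO wells with 750 nM protein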
PLC-beta3 inh: human PLC-beta3 inhibitors, primary screen, biochemical, fluorescence. actives 0.18% (n = 370,000). inhibition, % at 12.2 µM. Purified PLC-beta3, fluorogenic substrate; in the data active = inhibition above about 11%;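 also: 0% = median of compound wells on plate and 100% = full blocker control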
HGIII-sPLA2 inh: human group III sPLA2 inhibitors, primary screen, biochemical, QFRET, BODIPY PC-A2 liposome substrate; inhibition, % at 12.2 µM; Group 3 secretory phospholipase A2 (Homo sapiens), Q9NZ20; QFRET BODIPY PC-A2 liposome hydrolysis, fluorescence; actives 0.56% (n = 370,000);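 active = inhibition above mean plus 3 SD of compounds lying within the high and low control bounds, cut at about 19% in these data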;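 also: 0% = median of test compound wells and 100% = no enzyme DMSO wells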
ARFGAP1 inh: inhibitors of rat ARFGAP1 GAP activity, primary screen, biochemical, fluorescence polarization, GDP tracer | actives 0.26% (n = 360,000) | inhibition, % at 16.5 µM | Arfgap1-stimulated ARF1 GTP hydrolysis, GDP FP detection | ADP-ribosylation factor GTPase-activating protein 1 (Rattus norvegicus), Q62848;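 active = inhibition above a per-plate limit, mean inhibition of low control wells plus 3 SD, cut at about 25% in these data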;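 also: 0% = DMSO wells with enzyme and 100% = wells lacking Arfgap1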
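material = rat Arfgap1 catalytic domain, aa 1-136 | also added = human ARF1(Δ1-17)-GTP substrate | compound dosing = one concentration, 16.5 µM, DMSO 1.26% | times = GTP hydrolysis reaction 2 h at 25 °C | measured by = FP, GDP Alexa 633 tracer displaced from anti-GDP antibody, 620/688 nm | evaluation = percent inhibition of Arfgap1-stimulated GTP hydrolysis | replication = single well per compound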
proKLK7 act: proKLK7 zymogen activators, primary screen, biochemical, fluorescence intensity; purified proKLK7, EDANS-DABCYL substrate fluorescence; 100% is mature enzyme control, 0% vehicle; activation, % at 7 µM; AID 652039, 2013; Kallikrein-7 (Homo sapiens), P49862; actives 0.9% (n = 370,000);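 active = activation above the mean of all tested compounds plus 3 SD, computed per campaign excluding outliers beyond control limits, cut at about 13% in these data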
Target sequence (P49862 whole entry, looked up): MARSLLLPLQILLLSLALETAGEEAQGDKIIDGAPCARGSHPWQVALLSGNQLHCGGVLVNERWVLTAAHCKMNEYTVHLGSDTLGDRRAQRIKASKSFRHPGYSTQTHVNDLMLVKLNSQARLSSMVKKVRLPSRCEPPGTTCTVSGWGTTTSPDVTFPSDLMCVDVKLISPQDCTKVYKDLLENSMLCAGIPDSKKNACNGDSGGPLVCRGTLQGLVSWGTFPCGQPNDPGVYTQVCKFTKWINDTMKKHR
Tn7 DDE FP: inhibitors of Tn7 peptide binding to fibrin DD(E), primary screen, biochemical, fluorescence polarization, human fibrin, Tn7 probe; actives 0.13% (n = 370,000); AID 720508, 2013; inhibition, % at 8.3 µM; Fibrinogen beta chain (Homo sapiens), P02675; FP displacement of FITC-Tn7 peptide from fibrin DD(E); 0% = median of compound wells per plate;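 active = inhibition above the mean of compounds falling within the control limits plus 3 SD of them, cut at about 14% in these data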;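 also: 0% = plate median of compound wells and 100% = 10 µM Aha-Tn7 peptide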
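Assay system: human fibrin DD(E). Input: DD(E) 2 µM final. Medium: Tris buffer with calcium and detergent, pH 7.8. Compound dosing: single point at 8.3 µM. Timing: 10 min plus 3 h, room temperature. Technique: fluorescence polarization of the labelled Tn7 tracer. Read-out: percent inhibition. Replicates: singlicate testing.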
ASAP1 inh: inhibitors of human ASAP1 ArfGAP activity, primary screen, biochemical, fluorescence polarization. Arf-GAP with SH3 domain, ANK repeat and PH domain-containing protein 1 (Homo sapiens), …. ASAP1-stimulated ARF1 GTP hydrolysis, GDP FP detection. inhibition, % at 16.5 µM. actives 0.19% (n = 360,000). AID 624377, 2012; in the data active = inhibition above about 25%;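 also: 0% = vehicle with enzyme and substrate and 100% = no enzyme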
UHRF1 MBD2 ctr: UHRF1 methylated DNA binding inhibitors, primary screen, counter-screen for MBD2 inhibitor project, biochemical, TR-FRET, human UHRF1, single concentration; inhibition, % at 4.4 µM; UHRF1 binding to methylated oligo; actives 0.75% (n = 370,000); E3 ubiquitin-protein ligase UHRF1 (Homo sapiens), Q96T88; in the data active = inhibition above about 21%;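 also: UHRF1 SRA domain binding a hemimethylated CpG hairpin DNA probe; 0% = median of test compound wells and 100% = reference inhibitor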
Target sequence (Q96T88 whole entry, looked up, the tested form may be a part): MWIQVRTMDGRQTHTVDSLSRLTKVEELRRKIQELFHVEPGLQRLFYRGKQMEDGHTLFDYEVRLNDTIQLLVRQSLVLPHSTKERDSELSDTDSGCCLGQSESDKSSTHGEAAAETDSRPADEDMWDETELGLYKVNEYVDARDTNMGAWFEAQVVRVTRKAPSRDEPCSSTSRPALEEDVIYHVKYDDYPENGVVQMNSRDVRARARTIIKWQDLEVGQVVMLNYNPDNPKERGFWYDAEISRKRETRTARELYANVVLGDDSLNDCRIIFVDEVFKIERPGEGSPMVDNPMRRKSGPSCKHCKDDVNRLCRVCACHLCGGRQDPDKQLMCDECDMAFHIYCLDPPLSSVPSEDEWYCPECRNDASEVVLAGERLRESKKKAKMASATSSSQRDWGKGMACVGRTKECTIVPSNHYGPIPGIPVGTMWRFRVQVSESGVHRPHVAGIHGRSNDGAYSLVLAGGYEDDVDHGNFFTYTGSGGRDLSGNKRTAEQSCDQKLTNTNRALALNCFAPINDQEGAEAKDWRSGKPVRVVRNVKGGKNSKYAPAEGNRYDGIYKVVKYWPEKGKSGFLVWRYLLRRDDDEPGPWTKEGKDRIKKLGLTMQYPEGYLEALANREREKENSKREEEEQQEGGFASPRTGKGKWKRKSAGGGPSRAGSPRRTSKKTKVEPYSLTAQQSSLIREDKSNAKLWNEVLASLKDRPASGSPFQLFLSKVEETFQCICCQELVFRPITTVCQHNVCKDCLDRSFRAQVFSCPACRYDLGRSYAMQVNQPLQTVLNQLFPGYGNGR
Tn6 DDE FP: inhibitors of Tn6 peptide binding to fibrin DD(E), primary screen, biochemical, fluorescence polarization, human fibrin, Tn6 probe | Fibrinogen beta chain (Homo sapiens), P02675 | Fibrin DD(E) TRITC-Tn6 fluorescence polarization displacement | inhibition, % at 8.3 µM | actives 0.21% (n = 370,000);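 active = inhibition above a per-campaign cutoff: mean of compounds within control limits plus 3 SD, cut at about 15% in these data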;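 also: 0% = median of all compound wells on the plate and 100% = blocking peptide control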
PLC-gamma1 inh: PLC-gamma1 enzyme inhibitors, primary screen, biochemical, fluorescence, purified enzyme; fluorogenic substrate; inhibition, % at 12.2 µM; 1-phosphatidylinositol 4,5-bisphosphate phosphodiesterase gamma-1 (Homo sapiens), P19174; actives 0.84% (n = 370,000); in the data active = inhibition above about 9.5%
* = called active by the depositor. Rows are unselected, and some 4.5% of all compounds hit somewhere here.

Under each structure – ASAP1 inh, UHRF1 MBD2 ctr, HGIII-sPLA2 inh, Tn6 DDE FP, Tn7 DDE FP, Rev-erbA mod, ARFGAP1 inh, proKLK7 act, PLC-gamma1 inh, PLC-beta3 inh
Cc1cccc(N2CC(C(=O)NCCC3=CCCCC3)CC2=O)c1C (configuration not stated)
    -4, 0, -1, 0, -2, 0, -10, -0.4, 5, 1
COc1ccccc1CNC(=O)COC(=O)c1nccnc1N
    0, 1, 3, 11, 6, -2, -16, 8.9, -141, -148
CCOc1ccc(N(CC(=O)Nc2ccc(C)cc2C)S(C)(=O)=O)cc1
    -9, 4, 11, 3, 4, 12, 3, -0.5, 5, -11
Cc1ccc(S(=O)(=O)N(C)C)cc1NC(=O)c1cc(C(C)(C)C)nn1Cc1ccccc1
    1, -4, -13, 2, 0, 2, -13, 0.8, 3, -3
CCc1noc(C)c1C(=O)N1CCCC(CCC(=O)NCc2ccc(F)c(F)c2)C1 (configuration not stated)
    6, -1, -3, 4, -9, -4, -9, 0.4, 0, -5
O=C(CCc1ccccc1)NNC(=O)c1ccc(NC(=O)c2ccccc2)cc1
    -4, 4, 7, 2, 4, 9, -2, -0.8, 1, -4
O=P(COc1ccccc1)(c1ccccc1)c1ccccc1
    5, -1, 0, 6, -5, 0, 1, 0.0, 3, 3
COc1cccc(NC(=O)CSc2nc3ccccc3c(=O)n2CCCC(=O)NCCCN2CCOCC2)c1
    -4, -2, -8, -2, -9, -7, 9, 0.8, 0, -6
O=C(NCC1CCCO1)c1ccc(Cl)c(S(=O)(=O)N2CCCCC2)c1 (configuration not stated)
    3, 1, -7, -7, -8, -1, -3, 0.0, 3, -5
COc1cc(CNC2CCCCCC2)cc(OC)c1O
    4, 1, 9, -4, -1, 1, -4, 0.8, 4, 3
CC(C)C(NC(=O)c1ccccc1NC(=O)c1ccccc1)C(=O)NNC(=O)c1ccncc1 (configuration not stated)
    -2, 0, 4, 7, 7, -2, -3, 0.7, 1, -8
S=C(NCCCc1cnc[nH]1)NCCCN(Cc1ccc(Cl)cc1)c1ccc(Br)cn1
    8, -3, -8, 8, -3, -6, 8, -0.3, 11*, 9
COc1ccc(CNC(=O)c2[nH]c(C)c(C(C)=O)c2C)cc1
    7, 0, 5, 3, -6, 4, 1, 0.0, 0, -12
O=C(CCNC(=O)c1ccco1)Nc1ccc(Cl)cc1F
    7, -1, -2, 6, 1, -1, 2, -0.3, 0, -3
c1ccc(CCCCc2ccccn2)cc1
    -4, 5, 11, -3, 3, 3, -5, -0.4, 5, -3
Cc1occc1C(=O)N1CCCC(CO)(Cc2ccc(F)cc2F)C1 (configuration not stated)
    -3, -1, 4, 5, 9, -1, 2, 0.1, 6, -1
OCC[C@@H]1C[C@@H](O)[C@H](O)[C@@]2(OCc3ccccc32)O1
    -1, 2, 0, -9, 7, -4, 5, 0.7, 1, 1
CCc1ccccc1N(CC(=O)N1CCCCC1)S(=O)(=O)c1ccccc1
    -4, -2, -4, -4, 0, 2, -1, -0.5, 0, -4
Cc1nnc(SCC(=O)Nc2ccc3c4c(cccc24)CC3)n1C
    -12, -3, 4, -5, 10, 6, -6, 0.9, -13, -11
CC(=O)Nc1cccc(C(=O)/C=C/c2ccc(F)cc2)c1
    -9, -4, -9, 1, 5, -2, -11, 0.0, 3, 3
CC(=O)Nc1cc(-c2cccc(C(=O)N(C)C)c2)cn2c(-c3ccc(F)c(Cl)c3)cnc12
    5, -5, -7, -3, 8, 0, -8, -1.8, -30, -39
Cc1nc2ccccc2cc1C(=O)O
    13, 0, 1, 1, -5, 7, -6, 0.7, -1, 1
O=[N+]([O-])c1ccc(OCCO)c(P(=O)(c2ccccc2)c2ccccc2)c1
    -1, -3, -5, 2, 1, 6, 2, -0.2, 0, 0
Cc1c(CN2CCC(CO)(CCOc3ccccc3)CC2)[nH]c2c(Cl)cccc12
    9, 3, -21, -6, -3, 7, 4, 0.3, 5, -10
O=C(NC1CCCCC1)c1cccc(N2C(=O)CCC2=O)c1
    -1, 2, 10, -7, 4, -1, 0, -0.1, 1, -8
O=S(=O)(c1ccccc1F)N1CCCc2ccccc21
    0, 0, -1, 6, 9, 1, -5, -0.1, 2, -3
Cc1cc(C)cc(NS(=O)(=O)c2ccc3c(c2)c(=O)n(C)c(=O)n3C)c1
    -1, 2, -18, -3, -5, -1, 5, 0.8, 5, 5
N/C(COc1cccc(Cl)c1)=N\O
    4, 2, 11, -3, 2, -6, -5, 0.0, 2, -7
CCc1ccccc1N1C(=O)CN(Cc2cc(OC)c(OC)c(OC)c2)C1=S
    2, 1, -111, 2, 2, 3, 2, -0.2, 0, -2
COc1cc([N+](=O)[O-])ccc1NC(=O)Nc1cccnc1
    -5, -5, -7, -13, 0, 1, 0, 0.6, 6, -3

An excerpt from above in order of SMILES length, descending:
Under each structure – ASAP1 inh, UHRF1 MBD2 ctr, HGIII-sPLA2 inh, Tn6 DDE FP, Tn7 DDE FP, Rev-erbA mod, ARFGAP1 inh, proKLK7 act, PLC-gamma1 inh, PLC-beta3 inh
Cc1ccc(S(=O)(=O)N(C)C)cc1NC(=O)c1cc(C(C)(C)C)nn1Cc1ccccc1
    1, -4, -13, 2, 0, 2, -13, 0.8, 3, -3
OCC[C@@H]1C[C@@H](O)[C@H](O)[C@@]2(OCc3ccccc32)O1
    -1, 2, 0, -9, 7, -4, 5, 0.7, 1, 1
O=C(CCc1ccccc1)NNC(=O)c1ccc(NC(=O)c2ccccc2)cc1
    -4, 4, 7, 2, 4, 9, -2, -0.8, 1, -4
COc1ccc(CNC(=O)c2[nH]c(C)c(C(C)=O)c2C)cc1
    7, 0, 5, 3, -6, 4, 1, 0.0, 0, -12
Cc1cccc(N2CC(C(=O)NCCC3=CCCCC3)CC2=O)c1C (configuration not stated)
    -4, 0, -1, 0, -2, 0, -10, -0.4, 5, 1
Cc1nnc(SCC(=O)Nc2ccc3c4c(cccc24)CC3)n1C
    -12, -3, 4, -5, 10, 6, -6, 0.9, -13, -11
O=C(CCNC(=O)c1ccco1)Nc1ccc(Cl)cc1F
    7, -1, -2, 6, 1, -1, 2, -0.3, 0, -3
O=S(=O)(c1ccccc1F)N1CCCc2ccccc21
    0, 0, -1, 6, 9, 1, -5, -0.1, 2, -3
COc1cc(CNC2CCCCCC2)cc(OC)c1O
    4, 1, 9, -4, -1, 1, -4, 0.8, 4, 3
c1ccc(CCCCc2ccccn2)cc1
    -4, 5, 11, -3, 3, 3, -5, -0.4, 5, -3
Cc1nc2ccccc2cc1C(=O)O
    13, 0, 1, 1, -5, 7, -6, 0.7, -1, 1

Further results.
Under each structure – ASAP1 inh, UHRF1 MBD2 ctr, HGIII-sPLA2 inh, Tn6 DDE FP, Tn7 DDE FP, Rev-erbA mod, ARFGAP1 inh, proKLK7 act, PLC-gamma1 inh, PLC-beta3 inh
O=C(N/N=C/c1ccc2ncccc2c1)c1cccc([N+](=O)[O-])c1
    -5, -1, 3, 4, 0, -7, -1, -0.2, 1, -1
Cc1[nH]c(=O)[nH]c(=O)c1/C=N/NC(=O)[C@H](CC(C)C)NC(=O)OC(C)(C)C
    10, -1, -4, -1, -3, -4, -1, -0.1, -1, 0
Cc1cc(NC(=O)CCc2ccc(C)o2)no1
    11, -1, -7, 10, 3, 0, 8, 0.2, 0, -3
CN(C)CCCn1c(SCCN2C(=O)c3ccccc3C2=O)nc2ccccc2c1=O
    -8, 1, -5, -1, -3, -3, 0, -0.5, 3, -7
CC(C)[C@H](NC(=O)c1cccc(S(=O)(=O)N2CCOCC2)c1)C(=O)Nc1nc2ccccc2s1
    9, 6, -24, -6, 1, 0, 10, 0.4, 2, -8
O=C(Cn1nnc(-c2ccccc2NC(=O)c2cccs2)n1)Nc1ccccc1
    12, 0, -3, 2, 0, -7, -6, 0.2, 3, 1
COC(=O)c1ccc(N2C(=O)c3ccc(OC)c(OC)c3C2=O)cc1
    5, 3, 0, -4, -6, 16, 10, 0.1, 2, 3
CCCCn1nc(C(=O)NCC(c2cccs2)N2CCOCC2)c2ccccc2c1=O (configuration not stated)
    -8, 0, -4, 7, -1, 2, 1, -0.1, -2, -3
O=C(NCc1cccc(Cl)c1)C1Cc2c(-c3ccc(Cl)cc3)ccnc2O1 (configuration not stated)
    -2, 5, 14, -1, 5, 4, 14, -0.1, 3, -3
CN1C(=S)SC(N(O)C=C2C=CC(=O)C=C2)C1(C)C (configuration not stated)
    -2, -5, -5, 3, 1, 2, -1, -0.6, 1, 1
CCOc1ccccc1-c1cnc(NC)cn1
    -12, 2, 7, 1, 2, 3, 3, 15*, -199, -256
O=C(COc1ccc(C(=O)c2ccccc2)cc1)NC1CCCCCC1
    6, 4, -4, -2, -4, 2, -3, 0.1, 3, 4
CC1CCCCN1C(=O)Cn1cnc2cc([N+](=O)[O-])ccc2c1=O (configuration not stated)
    1, 4, -3, 2, -5, -2, 3, -0.2, -5, -13
CC(C)(CO)N=C1NS(=O)(=O)c2cc([N+](=O)[O-])ccc21
    6, 3, 11, 0, 0, 3, -7, 0.7, 1, 1
O=[N+]([O-])c1ccc(/C=N/NS(=O)(=O)c2ccc(Cl)cc2)o1
    -1, -5, -2, 1, 0, -1, -1, -0.5, 2, 3
CCCCN(C(=O)NC(=O)Nc1ccccc1OCC)S(C)(=O)=O
    11, -2, -6, 4, 1, 0, -3, 0.5, -3, 1
Cc1nnc(CN(C)Cc2cn[nH]c2-c2ccc(-c3ccccc3)cc2)o1
    6, 2, 11, 10, -3, -3, 0, -0.4, 9, 9
CCOC(=O)c1c(CN2CCN(C)CC2)n(-c2ccccc2)c2cc(Br)c(O)cc12
    -1, 2, -65, 3, -8, -4, 8, -1.0, -15, -27
Cc1ccc2c(c1)nnn2C1CCN(CC(=O)Nc2ccc(F)cc2)CC1
    -3, -1, -12, 11, 0, -4, 8, 0.7, -1, -9
Cn1cc(C(=O)c2ccc(Cl)cc2Cl)cc1C(=O)N/N=C(\N)COc1ccc(Cl)cc1Cl
    3, 1, 16, -8, -3, -3, 4, -0.5, 12*, -1

An excerpt from above, limited to Tn7 DDE FP.
compound,Tn7 DDE FP
Cc1occc1C(=O)N1CCCC(CO)(Cc2ccc(F)cc2F)C1 (configuration not stated),9
OCC[C@@H]1C[C@@H](O)[C@H](O)[C@@]2(OCc3ccccc32)O1,7
